Assay outcomes as filed in PubChem.
RXFP1 ag: qHTS Assay for Agonists of the Relaxin Receptor RXFP1; Potency, µM (doses to about 57.5 µM), inactives show top-dose activation, hits mostly activators; HEK293T-RXFP1 cAMP TR-FRET, 30 min; response scale: percent of porcine relaxin response, buffer zero; 370,000 tested, 0.3% active; Relaxin receptor 1 (Homo sapiens), Q9HBX9; further: potency means the concentration at half of the fitted maximal effect; on the % scale 0 is the no-effect control and ±100 the full control effect; nearly all actives have a fitted effect of over 60% in size; many of its hits are not listed in these tables
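HEK293 cells stably expressing RXFP1, treated 30 min at 37C with compounds plus PDE4 inhibitor Ro 20174; cAMP measured by HTRF TR-FRET. Normalized to buffer and 29 nM porcine relaxin; EC50 by Hill fit.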
RXFP1 antag: qHTS Assay for Antagonists of the Relaxin Receptor RXFP1; Relaxin receptor 1 (Homo sapiens), Q9HBX9; HEK293-RXFP1, relaxin-stimulated cAMP HTRF, 30 min; active compounds read low; activity change, negative = inhibition, % at 57.5 µM; 350,000 tested, 0.59% active; AID 1259400, 2018;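 active means activity change of -60% or lower, but not beyond a set lower limit; inconclusive means change between -60% and -40%, or beyond the set limit; inactive means change above -40%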; further: on the % scale 0 is the no-effect control and ±100 the full control effect
Glioma ERSR ind: qHTS for Inducers of the Endoplasmic Reticulum Stress Response (ERSR) in Human Glioma: qHTS | U87-MG GRP78 promoter luciferase reporter, 16 h | Potency, µM, for the others: at the highest dose activation, most hits filed as activators | 420,000 tested, 0.02% active; further: potency means the concentration at half of the fitted maximal effect; series mostly up to about 76 µM; % of control where 0% means no effect; nearly all actives have a fitted effect of over 35% in size
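ERSR induction read as luciferase luminescence (Bright-Glo, 10 min at room temperature) in stably transfected human U87-MG glioma cells exposed to compounds for 16 h, using GRP78 as sensor.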
Vif-A3F inh: qHTS for Inhibitors of Vif-A3F Interactions: qHTS; 390,000 tested, 0.2% active; HeLa A3F-eYFP + Vif (tagged APOBEC3F with the HIV-1 protein that degrades it), YFP fluorescence increase; Potency, µM (doses to about 46.1 µM), for the others: at the highest dose activity, negative = active; AID 602313, 2012; further: potency means the concentration at half of the fitted maximal effect; % of control where 0% means no effect; nearly all actives have a fitted effect of over 65% in size
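HeLa cells stably expressing Vif plus C-terminally eYFP-tagged A3F were seeded, incubated overnight at 37 deg C, dosed with compound, incubated overnight again at 37 deg C. Yellow fluorescence (Ex 488/Em 500-530) reported blocked Vif-mediated A3F-eYFP degradation.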
Vif-A3G inh: qHTS for Inhibitors of Vif-A3G Interactions: qHTS; DNA dC->dU-editing enzyme APOBEC-3G (Homo sapiens), Q9HC16; HeLa A3G-eYFP + Vif (tagged APOBEC3G with the HIV-1 protein that degrades it), YFP fluorescence, overnight; Potency, µM (doses to about 46.1 µM), without a hit: at the top dose activity, negative = active, most hits filed as inhibitors; 410,000 tested, 0.076% active;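 further: potency means the concentration at half of the fitted maximal effect; on the % scale 0 is the no-effect control and ±100 the full control effect; nearly all actives have a fitted effect of over 60% in size; hits raise eYFP signal because A3G escapes Vif-driven loss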
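HeLa cells stably expressing Vif and C-terminally eYFP-tagged A3G, seeded overnight at 37 deg C, then exposed to compound by pintool overnight at 37 deg C. Rise in yellow fluorescence (Ex 488/Em 500-530, Acumen) marks blocked Vif-driven A3G degradation.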
D1 ag: Allosteric Agonists of the Human D1 Dopamine Receptor: qHTS | D(1A) dopamine receptor (Homo sapiens), P21728 | HEK293 T-REx D1 cells, calcium flux, agonist mode | activation, % at 2 µM | 360,000 tested, 1% active | AID 504660, 2011; in the data active means activation above about 30%; further: 0% is about no effect
Target sequence (P21728 whole entry, looked up): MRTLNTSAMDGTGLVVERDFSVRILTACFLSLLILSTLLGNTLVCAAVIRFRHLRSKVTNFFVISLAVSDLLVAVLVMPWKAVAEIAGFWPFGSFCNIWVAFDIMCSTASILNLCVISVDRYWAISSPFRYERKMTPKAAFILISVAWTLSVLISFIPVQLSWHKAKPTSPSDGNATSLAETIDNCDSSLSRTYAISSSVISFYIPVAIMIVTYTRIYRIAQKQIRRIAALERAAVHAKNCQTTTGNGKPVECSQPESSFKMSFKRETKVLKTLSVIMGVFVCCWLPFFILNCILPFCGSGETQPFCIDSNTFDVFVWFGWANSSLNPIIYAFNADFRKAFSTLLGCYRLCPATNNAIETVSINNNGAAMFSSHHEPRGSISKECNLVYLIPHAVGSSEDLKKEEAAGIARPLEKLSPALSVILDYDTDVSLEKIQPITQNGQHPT
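Tetracycline-induced HEK293 TREx D1 cells, force-coupled to calcium signalling, were dye-loaded with a no-wash calcium kit. Compound was pin-added after a 10 s baseline. Fluorescence was read kinetically at 1 cycle/s for 180 s, with calcium rises flagged as agonism.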
D2 PAM: HTS Assay for Positive Allosteric Modulators of the Human D2 Dopamine Receptor: Primary Screen for Potentiators. D(2) dopamine receptor (Homo sapiens), P14416. AID 485347, 2010. 340,000 tested, 0.34% active. HEK293 T-REx D2, calcium flux, EC20 dopamine potentiation. potentiation, % at 10 µM;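 active means potentiation over 3 SD above the plate norm, cut at about 30% in these data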; further: 0% is about no effect
Target sequence (P14416 whole entry, looked up): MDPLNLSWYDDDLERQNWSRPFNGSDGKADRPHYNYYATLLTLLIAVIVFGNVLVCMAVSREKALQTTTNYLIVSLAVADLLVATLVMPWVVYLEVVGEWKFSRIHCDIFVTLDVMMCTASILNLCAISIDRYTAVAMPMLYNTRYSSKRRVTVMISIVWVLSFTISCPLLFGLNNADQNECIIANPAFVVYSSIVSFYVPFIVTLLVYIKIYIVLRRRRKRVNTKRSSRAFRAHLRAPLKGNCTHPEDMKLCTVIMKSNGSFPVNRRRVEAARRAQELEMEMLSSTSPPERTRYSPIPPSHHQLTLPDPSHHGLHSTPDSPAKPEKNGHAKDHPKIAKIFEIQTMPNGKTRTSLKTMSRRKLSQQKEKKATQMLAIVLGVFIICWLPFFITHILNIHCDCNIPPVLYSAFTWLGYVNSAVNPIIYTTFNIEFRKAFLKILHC
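Cells plated with tetracycline inducer and held overnight at 30 C; calcium dye loaded 30–90 min at room temperature; baseline taken, compound added and read 180 s; EC20 dopamine then added and read 180 s.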
D1 antag: Antagonist of Human D 1 Dopamine Receptor: qHTS | AID 504652, 2011 | 360,000 tested, 3.2% active | HEK293 TREx D1 cells, calcium flux, dopamine EC80; active compounds read low | activity change, negative = inhibition, % at 10 µM; in the data active means activity change below about -30%; further: on the % scale 0 is the no-effect control and ±100 the full control effect
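Tetracycline-induced HEK293 Trex D1 cells, force-coupled to calcium, dye-loaded; compounds added and read 180 s, then EC80 dopamine added and calcium flux tracked kinetically another 180 s.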
D1 potentiator: Potentiators of Human D1 Dopamine Receptor: qHTS | potentiation, % at 10 µM | 360,000 tested, 0.036% active | HEK293 TREx D1 cells, calcium flux, dopamine EC20 potentiation | AID 504651, 2011; in the data active means potentiation above about 30%; further: 0% is about no effect
Starred values were filed as active, the others as inactive; & = joins results of further samples. Unless noted, the call rests on the fitted dose curve; in most records, active means well fitted curve in the direction sought with a large enough effect; inconclusive means small, poorly fitted or top-dose-only effect, or another doubt; inactive means no such curve, though single readings can be large; an effect the other way counts as inactive or inconclusive. Only part of the results is shown, so the mix of outcomes need not match the whole.

Results for COc1cccc(/C=N/NC(=O)c2nnn(-c3nonc3N)c2C(C)C)c1 ?
RXFP1 ag: -2.3%; RXFP1 antag: 48; Glioma ERSR ind: -2%; Vif-A3F inh: -6%; Vif-A3G inh: -3%; D1 ag: 4; D2 PAM: 13; D1 antag: 21; D1 potentiator: -7

How did COc1ccc(N2CCN(C(=O)COc3ccc4c(C)cc(=O)oc4c3)CC2)cc1 do in these assays?
RXFP1 ag: 1.1%; RXFP1 antag: -18; Glioma ERSR ind: -5%; Vif-A3F inh: 6%; Vif-A3G inh: -5%; D1 ag: 4; D2 PAM: -2; D1 antag: -3; D1 potentiator: -6

What do the screens show for `CC(=O)O[C@@H]1[C@@]2(C)O[C@H]2CC[C@]23O[C@H]2[C@H](OC3=O)C2=C(C)C(=O)O[C@@]21O`?
RXFP1 ag: 2.9%; Glioma ERSR ind: -5%; Vif-A3F inh: -3%; Vif-A3G inh: 1%; D1 ag: -1; D2 PAM: 2; D1 antag: 5; D1 potentiator: -5

Results for CCOc1ccccc1-c1nnc(SCC(=O)NC2CC3CCC2C3)n1CC (configuration not stated) ?
RXFP1 ag: 0.0%; RXFP1 antag: -9; Glioma ERSR ind: -2%; Vif-A3F inh: -10%; Vif-A3G inh: -4%; D1 ag: 0; D2 PAM: 18; D1 antag: 6; D1 potentiator: -4

What do the screens show for `Cc1ccc2c(c1)CCCN2C(=O)c1cc2ccccc2oc1=O`?
RXFP1 ag: 2.2%; RXFP1 antag: 19; Glioma ERSR ind: -2%; Vif-A3F inh: -4%; Vif-A3G inh: 1%; D1 ag: 0; D2 PAM: 0; D1 antag: -14; D1 potentiator: -2

How did O=C(Nc1noc2ccccc12)c1cccc(F)c1 do in these assays?
RXFP1 ag: 1.4%; RXFP1 antag: -25; D1 ag: 1; D2 PAM: -12; D1 antag: 4; D1 potentiator: -3

Results for CS(=O)(=O)N1CCc2cc(C(=O)N3CCN(c4ccc(F)cc4)CC3)ccc21 ?
RXFP1 ag: 1.2%&0.5%; RXFP1 antag: -12&-4; Glioma ERSR ind: -3%&-2%; Vif-A3F inh: 4%&3%; Vif-A3G inh: 1%&1%; D1 ag: -1&1; D2 PAM: -2&3; D1 antag: 1&1; D1 potentiator: 10&2

How did COC(=O)/C(=C/c1ccc2c(c1)c1ccccc1n2C)NC(=O)c1ccccc1 do in these assays?
RXFP1 ag: 3.1%; RXFP1 antag: -2; Glioma ERSR ind: -3%; Vif-A3F inh: -13%; Vif-A3G inh: 0%; D1 ag: 0; D2 PAM: 9; D1 antag: 4; D1 potentiator: -3

How did CC1=C(C(=O)N2CCOCC2)C(c2ccccc2F)C2=C(CC(C)(C)CC2=O)N1 (configuration not stated) do in these assays?
RXFP1 ag: 1.9%; RXFP1 antag: 7; Glioma ERSR ind: -6%; Vif-A3F inh: -6%; Vif-A3G inh: 5%; D1 ag: 1; D2 PAM: 2; D1 antag: -5; D1 potentiator: 2

What do the screens show for `CC(C)c1ccc(NC(=O)Nc2csc3c2CCCC3)cc1`?
RXFP1 ag: -3.2%; RXFP1 antag: -28; Glioma ERSR ind: -1%; Vif-A3F inh: 0%; Vif-A3G inh: 6%; D1 ag: 6; D2 PAM: -29; D1 antag: -14; D1 potentiator: -1

What do the screens show for `Oc1ccc(-c2nc(-c3ccc(F)cc3)c(-c3ccncc3)[nH]2)cc1`?
RXFP1 ag: -0.3%; Glioma ERSR ind: -4%&-1%&-3%&-4%; Vif-A3F inh: -1%; Vif-A3G inh: -26%; D1 ag: -1; D2 PAM: -6; D1 antag: 8; D1 potentiator: 3

What do the screens show for `O=C(OCCN1CCOCC1)c1ccccc1`?
RXFP1 ag: -0.1%; RXFP1 antag: -4; Glioma ERSR ind: 0%; Vif-A3F inh: 3%; Vif-A3G inh: 2%; D1 ag: 1; D2 PAM: 0; D1 antag: 5; D1 potentiator: -6

Results for O=c1cc(CSc2nnc(NC3CCCCC3)s2)nc2sccn12 ?
RXFP1 ag: 23%; RXFP1 antag: 4; Glioma ERSR ind: 2%; Vif-A3F inh: -19%; Vif-A3G inh: -1%; D1 ag: -1; D2 PAM: 0; D1 antag: -22; D1 potentiator: -4

What do the screens show for `Cc1cc(N)n2nc(C)c(-c3ccccc3)c2n1`?
RXFP1 ag: -0.9%; RXFP1 antag: 2; Glioma ERSR ind: 5%; Vif-A3F inh: -7%; Vif-A3G inh: -4%; D1 ag: 1; D2 PAM: 6; D1 antag: 6; D1 potentiator: -7

Results for Brc1ccc2ncnc(Nc3ccc(N4CCOCC4)cc3)c2c1 ?
RXFP1 ag: -1.2%; RXFP1 antag: 1; Glioma ERSR ind: -4%; Vif-A3F inh: -5%; Vif-A3G inh: -5%; D1 ag: 1; D2 PAM: 9; D1 antag: -4; D1 potentiator: 0

What do the screens show for `Fc1cccc(-n2cc(-c3ccccc3)c3c(=S)nc[nH]c32)c1`?
RXFP1 ag: -2.9%; RXFP1 antag: inconclusive; Glioma ERSR ind: -6%; Vif-A3F inh: -1%; Vif-A3G inh: -9%; D1 ag: 0; D2 PAM: 9; D1 antag: -11; D1 potentiator: -5

What do the screens show for `O=C(NCCc1ccccc1)c1noc2c1CCc1ccccc1-2`?
RXFP1 ag: -4.7%; RXFP1 antag: -9; Glioma ERSR ind: 3%; Vif-A3F inh: -14%; Vif-A3G inh: 2%; D1 ag: 0; D2 PAM: 4; D1 antag: -7; D1 potentiator: -1

What do the screens show for `COCCCNC(=S)NNC(=S)Nc1ccc(OC)cc1`?
RXFP1 ag: -0.6%; RXFP1 antag: 2; Glioma ERSR ind: 1%; Vif-A3F inh: 5%; Vif-A3G inh: 2%; D1 ag: 3; D2 PAM: 8; D1 antag: 1; D1 potentiator: 0

How did Cc1cccc(NC(=O)CCn2nc(C)c3c(C)n(-c4ccccc4)nc3c2=O)c1C do in these assays?
RXFP1 ag: 1.9%; RXFP1 antag: -13; Glioma ERSR ind: -4%; Vif-A3F inh: 2%; Vif-A3G inh: -1%; D1 ag: -1; D2 PAM: 12; D1 antag: 6; D1 potentiator: 1

How did CCOC(=O)c1sc(NC(=O)C(C)Sc2nc(N)cc(=O)[nH]2)nc1C (configuration not stated) do in these assays?
RXFP1 ag: -0.5%; RXFP1 antag: -17; Glioma ERSR ind: -1%; Vif-A3F inh: 0%; Vif-A3G inh: 0%; D1 ag: 2; D2 PAM: 8; D1 antag: 13; D1 potentiator: 0

Results for Cc1ccnc(NC(c2ccccc2)c2ccc3cccnc3c2O)c1 (configuration not stated) ?
RXFP1 antag: inconclusive; Glioma ERSR ind: -7%; Vif-A3F inh: -1%; Vif-A3G inh: -21%

How did O=C(N/C(=C/c1cccnc1)C(=O)N1CCCCCC1)c1ccccc1 do in these assays?
RXFP1 ag: 6.5%; RXFP1 antag: -6; Glioma ERSR ind: -2%; Vif-A3F inh: -9%; Vif-A3G inh: 1%; D1 ag: 6; D2 PAM: 3; D1 antag: 0

What do the screens show for `CC(=O)c1cn(N(C)c2ncc(C(F)(F)F)cc2Cl)c(=O)[nH]c1=O`?
RXFP1 ag: -1.2%; RXFP1 antag: 0; Glioma ERSR ind: -4%; Vif-A3F inh: 8%; Vif-A3G inh: -5%; D1 ag: 1; D1 antag: 2; D1 potentiator: -4

How did CCOc1ccc(NC(=O)C(=O)NCCN2CCN(S(=O)(=O)c3ccccc3)CC2)cc1 do in these assays?
RXFP1 ag: -5.1%; RXFP1 antag: -2; Glioma ERSR ind: -5%; Vif-A3F inh: 10%; Vif-A3G inh: 0%; D1 ag: 3; D2 PAM: 1; D1 antag: -13; D1 potentiator: -7

Results for O=C(/C=C/c1ccc(F)cc1)c1ccccc1Br ?
RXFP1 ag: -0.2%; RXFP1 antag: -11; Glioma ERSR ind: inconclusive; Vif-A3F inh: -16%; Vif-A3G inh: -16%; D1 ag: 0; D2 PAM: 7; D1 antag: 2; D1 potentiator: 1

What do the screens show for `CC[C@H](C)C(=O)O[C@H]1CCC=C2C=C[C@H](C)[C@H](CC[C@@H]3C[C@@H](O)CC(=O)O3)[C@H]21`?
RXFP1 ag: -0.5%&-1.1%; Glioma ERSR ind: 0%&-1%; Vif-A3F inh: 9%; Vif-A3G inh: -25%; D1 ag: -2&-1; D2 PAM: -6&7; D1 antag: 2&1; D1 potentiator: -2&-3
